Screening data: PubChem, several laboratories
DUSP3 inh: DUSP3 (human) phosphatase inhibition. recombinant VHR phosphatase, pNPP absorbance. inhibition, % at 13.3 µM. 0.52% of 290,000 active; in the data active means inhibition above about 50%; further: some compounds called inactive have numbers as strong as hits
Target sequence (P51452 whole entry, looked up): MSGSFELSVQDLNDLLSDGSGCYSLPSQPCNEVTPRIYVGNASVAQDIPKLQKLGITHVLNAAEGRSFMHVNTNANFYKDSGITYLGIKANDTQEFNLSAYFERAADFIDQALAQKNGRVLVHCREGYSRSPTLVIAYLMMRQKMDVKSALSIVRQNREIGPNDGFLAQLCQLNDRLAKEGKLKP
FBA Mtb inh: inhibits M. tuberculosis FBA enzyme; purified M. tuberculosis FBA, fluorescence read-out; inhibition, % at 1 µM; 2.3% of 360,000 active; P9WQA3; in the data active means inhibition above about 27%;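 further: 0% = vehicle and 100% = reference inhibitor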
Target sequence (P9WQA3 whole entry, looked up): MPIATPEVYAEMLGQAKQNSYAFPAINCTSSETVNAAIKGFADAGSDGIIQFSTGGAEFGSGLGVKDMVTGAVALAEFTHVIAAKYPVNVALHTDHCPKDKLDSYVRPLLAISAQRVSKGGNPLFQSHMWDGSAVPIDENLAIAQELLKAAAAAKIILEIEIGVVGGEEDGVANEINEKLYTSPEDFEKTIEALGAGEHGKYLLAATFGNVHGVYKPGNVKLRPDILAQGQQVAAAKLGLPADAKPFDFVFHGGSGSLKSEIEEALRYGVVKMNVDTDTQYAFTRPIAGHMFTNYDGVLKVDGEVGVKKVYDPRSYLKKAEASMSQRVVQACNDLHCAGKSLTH
BoNT F protease: blocks Botulinum neurotoxin F light chain protease; 0.22% of 360,000 active; Multiplex microsphere protease cleavage assay, flow cytometry; inhibition, % at 10 µM; in the data active means inhibition above about 35%, passing the limit was not always enough; inconclusive means no clear call, values can overlap the other calls; further: plate controls were buffer without enzyme for full effect and enzyme alone for no effect
GDH-TPI counter: inhibits GDH-TPI coupling enzymes, artifact for Mtb FBA screen; inhibition, % at 4.8 µM; 1.2% of 360,000 active; AID 588335; GDH-TPI coupled enzyme counterscreen, NADH absorbance;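 further: 0% = DMSO wells and 100% = wells lacking the enzyme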
FadD28 binding: blocks FadD28 binding to the bisubstrate probe; fluorescence polarization; inhibition, % at 12.5 µM; AID 588549; 0.22% of 360,000 active; in the data active means inhibition above about 8.5%, passing the limit was not always enough; inconclusive means no clear call, values can overlap the other calls
Mtb BioA inh: BioA (M. tuberculosis) enzyme inhibition; 0.096% of 360,000 active; purified M. tuberculosis BioA enzyme, plate reader; inhibition, % at 9.99 µM; in the data active means inhibition above about 40%; inconclusive means no clear call, values can overlap the other calls
MazEF act: MazEF (E. coli) toxin RNase activation | AID 504720 | 0.32% of 350,000 active | activation, % at 20 µM | FAM/BHQ RNA-DNA oligo cleavage fluorescence, 5 h; in the data active means activation above about 50%
Target sequence (P0AE70 whole entry, looked up): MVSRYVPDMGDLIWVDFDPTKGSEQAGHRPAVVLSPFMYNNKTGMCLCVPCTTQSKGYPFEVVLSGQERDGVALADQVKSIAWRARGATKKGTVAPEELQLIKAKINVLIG
CCHF vOTU inh: blocks the CCHF virus ovarian tumor domain protease; CCHFV vOTU protease, Pep-AMC fluorescence; inhibition, % at 11.5 µM; 0.55% of 370,000 active; AID 651958; further: 0% = vehicle wells with enzyme and 100% = no enzyme wells
Mtb UGM inh: inhibitors of M. tuberculosis UDP-galactopyranose mutase | P9WIQ1 | purified UGM, fluorescence polarization probe displacement | inhibition, % at 10 µM | 0.06% of 320,000 active | AID 504406; in the data active means inhibition above about 10%, passing the limit was not always enough; inconclusive means no clear call, values can overlap the other calls
Target sequence (P9WIQ1 whole entry, looked up): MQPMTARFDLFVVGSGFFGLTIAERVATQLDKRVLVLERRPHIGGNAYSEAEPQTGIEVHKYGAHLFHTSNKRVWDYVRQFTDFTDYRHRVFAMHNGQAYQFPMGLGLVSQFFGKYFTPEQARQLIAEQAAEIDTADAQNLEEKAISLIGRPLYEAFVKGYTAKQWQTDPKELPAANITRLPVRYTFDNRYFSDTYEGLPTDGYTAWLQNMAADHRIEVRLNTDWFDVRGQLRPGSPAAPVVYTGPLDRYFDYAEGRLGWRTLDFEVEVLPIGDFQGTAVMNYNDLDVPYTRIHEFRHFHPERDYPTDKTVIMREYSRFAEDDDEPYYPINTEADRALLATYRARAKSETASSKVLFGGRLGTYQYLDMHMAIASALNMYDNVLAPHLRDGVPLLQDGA
Rv3671c inh: Rv3671c (M. tuberculosis) protease inhibition | 0.048% of 320,000 active | AID 2606 | inhibition, % at 5.96 µM | P9WHR9; in the data active means inhibition above about 38%;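 further: extracellular domain of Rv3671c used as enzyme; 0% = enzyme with DMSO and 100% = no enzyme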
The depositor's hits bear a star; u = inconclusive; x = not tested or not shown. Unless noted, no stated cut-off is given here; in the data, active means inhibition above about 30%; inactive means the rest. Hits appear at their usual frequency; overall some 4.9% were active at least once.

SMILES	DUSP3 inh	FBA Mtb inh	BoNT F protease	GDH-TPI counter	FadD28 binding	Mtb BioA inh	MazEF act	CCHF vOTU inh	Mtb UGM inh	Rv3671c inh
O=C(Nc1nnc(SCc2ccccn2)s1)C1CC(=O)N(c2ccc(F)cc2)C1 (stereo not given)	-1.9	-1.5	-9.6	-0.7	-3.9	1.2	-7.4	-0.1	3.9	-9.7
O=C(CCSc1nnc(-c2ccc(O)cc2)o1)N1CCOCC1	18.1	-3.7	0.7	-0.6	-1.7	x	-3.8	6.3	-0.9	0.4
COc1ccc(NC(=O)Cc2ccsc2)cc1S(=O)(=O)N1CCCCC1	x	-0.1	-1.5	-3.0	-3.0	0.5	-1.8	-0.4	4.1	-9.9
CSc1ccc(CCNC(=O)CS(=O)(=O)Cc2nc(-c3ccccc3F)oc2C)cc1	2.8	-0.4	0.4	4.2	-3.6	0.1	-0.9	-0.5	-7.0	1.5
O=S(=O)(Nc1cccc(-c2ccc3nncn3n2)c1)c1cccs1	-2.0	1.3	-0.3	-1.2	-2.0	x	-7.7	0.8	0.4	3.4
CCSc1ncc(Cl)c(C(=O)Nc2ccccc2F)n1	-7.8	-0.2	-5.1	12.4	0.1	-1.0	3.5	14.1	2.3	-1.1
CCCCc1nc2cc(C(=O)N3CCCCC3CCO)ccc2o1 (stereo not given)	-1.6	2.6	-11.1	1.0	-1.7	0.7	-8.0	16.2	-0.7	-8.1
Cc1ccc(NS(=O)(=O)c2cc3c(cc2Br)NC(=O)CO3)cc1C	x	1.7	0.3	7.2	-3.9	1.4	x	-1.5	x	x
Cc1onc(-c2ccccc2Cl)c1C(=O)Nc1nc2c(s1)CCCC2	23.1	2.2	-8.8	5.2	-1.4	-2.2	-6.0	10.1	4.6	-15.9
CN(Cc1c(F)cccc1Cl)c1ccc(S(=O)(=O)N2CCOCC2)cn1	-8.8	1.2	-19.1	17.9	-0.5	0.5	0.4	-3.7	0.3	3.9
COc1cc(NC(=O)CCN2CCOCC2)cc(OC)c1	19.3	2.1	12.8	-5.1	-4.5	0.2	7.5	-16.3	1.8	x
CCN1C(=NCCOC)N[C@@H](c2cccs2)C(C(=O)OC)=C1C	21.2	0.5	1.8	0.8	-3.4	0.2	2.7	-3.3	-0.8	4.0

Continued, overlapping the part above by 5 compounds.
SMILES	DUSP3 inh	FBA Mtb inh	BoNT F protease	GDH-TPI counter	FadD28 binding	Mtb BioA inh	MazEF act	CCHF vOTU inh	Mtb UGM inh	Rv3671c inh
Cc1ccc(NS(=O)(=O)c2cc3c(cc2Br)NC(=O)CO3)cc1C	x	1.7	0.3	7.2	-3.9	1.4	x	-1.5	x	x
Cc1onc(-c2ccccc2Cl)c1C(=O)Nc1nc2c(s1)CCCC2	23.1	2.2	-8.8	5.2	-1.4	-2.2	-6.0	10.1	4.6	-15.9
CN(Cc1c(F)cccc1Cl)c1ccc(S(=O)(=O)N2CCOCC2)cn1	-8.8	1.2	-19.1	17.9	-0.5	0.5	0.4	-3.7	0.3	3.9
COc1cc(NC(=O)CCN2CCOCC2)cc(OC)c1	19.3	2.1	12.8	-5.1	-4.5	0.2	7.5	-16.3	1.8	x
CCN1C(=NCCOC)N[C@@H](c2cccs2)C(C(=O)OC)=C1C	21.2	0.5	1.8	0.8	-3.4	0.2	2.7	-3.3	-0.8	4.0
COc1ccccc1Cc1c(C(C)(C)C)nc2c3ccccc3ccn12	x	6.3	-9.5	x	-2.6	2.6	x	1.4	x	x
Cc1cc(SC(C)C(=O)NCC(=O)Nc2ccc(F)c(F)c2F)nc2ccccc12 (stereo not given)	17.6	-2.9	-9.4	7.0	-2.8	-3.0	-10.0	-8.7	x	-5.9
CCN1CCN(CC#CCOc2ccccc2OC)CC1	13.9	0.4	u	4.6	1.0	-1.2	3.7	-13.5	-1.3	-3.8
Cc1ccc(CN=c2c([N+](=O)[O-])nn(-c3cccc(C)c3)n2O)cc1	16.6	-0.7	-2.4	20.8	1.3	x	-0.7	-5.5	-1.3	-6.7
O=C1CCCN1CCC1CCN(C2CC(=O)N(Cc3ccc(N4CCCC4=O)cc3)C2=O)CC1 (stereo not given)	14.6	-1.5	-2.2	8.8	1.3	x	-0.1	18.1	-0.3	0.1
CCOC(=O)Cn1c(=O)oc2cc(S(=O)(=O)Nc3cc(Cl)ccc3OC)ccc21	-25.5	-1.0	-3.2	-13.0	-5.4	1.2	-2.3	2.3	-1.0	-3.9
COc1ccc(N2CCN(C(C)C(=O)N(C)Cc3ccccc3)CC2)cc1 (stereo not given)	30.7	3.1	-26.4	5.3	-1.7	-0.1	1.0	5.4	0.9	6.2
O=S(=O)(c1ccccc1)N1CCN(c2ncnc3scc(-c4ccccc4)c23)CC1	6.8	-1.0	x	4.5	0.2	-1.2	6.8	1.2	-0.2	-21.7
COc1ccc(C2CN=NC23CCc2ccccc2C3=O)cc1 (stereo not given)	1.1	1.7	u	-10.2	-5.0	3.0	-5.4	-10.3	-1.9	5.8
Fc1cccc(Cc2c(C3CCCCC3)nc3ccc(Cl)cn23)c1	x	-3.2	-8.3	x	-11.2	-1.0	x	6.9	x	x
COc1ccccc1C(=O)NC1CCN(C(=O)Nc2ccc(F)cc2)CC1	11.8	3.6	-3.3	3.1	-1.9	1.5	8.1	1.4	0.8	6.7
Brc1ccccc1Cn1cnc2ccccc21	30.0	-1.4	u	4.2	-0.7	0.6	1.7	-8.7	1.7	-2.4

Part of the list above, reformatted:
Below each SMILES: DUSP3 inh | FBA Mtb inh | BoNT F protease | GDH-TPI counter | FadD28 binding | Mtb BioA inh | MazEF act | CCHF vOTU inh | Mtb UGM inh | Rv3671c inh
O=S(=O)(Nc1cccc(-c2ccc3nncn3n2)c1)c1cccs1
    -2.0 | 1.3 | -0.3 | -1.2 | -2.0 | x | -7.7 | 0.8 | 0.4 | 3.4
CCSc1ncc(Cl)c(C(=O)Nc2ccccc2F)n1
    -7.8 | -0.2 | -5.1 | 12.4 | 0.1 | -1.0 | 3.5 | 14.1 | 2.3 | -1.1

(next part)
SMILES	DUSP3 inh	FBA Mtb inh	BoNT F protease	GDH-TPI counter	FadD28 binding	Mtb BioA inh	MazEF act	CCHF vOTU inh	Mtb UGM inh	Rv3671c inh
CCOC(=O)C(=Cc1ccccc1OC)C(=O)OCC	-0.5	-2.5	2.4	15.7	-1.3	1.1	0.4	4.8	0.4	0.7
CCOC(=O)CN1C(=O)SC(Nc2ccc(C)cc2)C1=O (stereo not given)	16.5	-4.3	-4.3	0.3	-0.8	-0.4	8.0	-0.6	-2.1	0.0
CNC(C)Cc1ccccc1Sc1ccc(O)cc1 (stereo not given)	29.7	3.4	-2.9	-3.1	-3.5	6.4	7.1	8.3	1.2	-2.7
O=C(NCCOc1ccccc1)C1CCC(=O)N(CCN2CCOCC2)C1 (stereo not given)	7.4	-4.7	-1.9	2.2	0.3	-0.8	13.6	-15.5	2.4	-18.1
CN(c1ccc(F)cc1)S(=O)(=O)c1ccc(Cl)c(C(=O)NCC(c2ccco2)N2CCCCC2)c1 (stereo not given)	x	2.0	x	6.0	-2.2	-0.1	-0.9	11.5	x	x
COc1ccc(OC)c(NC(=O)COC(=O)c2ccc(S(=O)(=O)N3CCOCC3)cc2)c1	5.0	1.4	4.9	-8.6	-2.2	-5.0	5.7	3.6	1.2	-5.5
COc1ccccc1NC(=O)CC(=O)c1cccc([N+](=O)[O-])c1	x	-2.3	8.3	3.5	x	-2.0	8.2	11.1	-0.5	2.2
Cc1cccc(NC(=O)N2CCCC2)c1	51.7*	3.7	3.4	0.7	-1.0	x	0.7	-9.4	-0.8	-0.3
Cc1c(C(=O)Nc2ccc(F)cc2)cn2c(nc3ccccc32)c1C#N	15.0	0.2	-0.4	13.8	-1.2	3.6	-8.1	3.6	-0.5	0.5
N#Cc1c2c(c[nH]c1=O)CCN2Cc1ccccc1	17.8	6.8	-2.0	1.0	-2.5	0.5	-3.7	13.6	0.4	5.0
CC1=CC(C)(C)Nc2ccc(OS(=O)(=O)c3ccc(C)cc3)cc21	-7.7	-3.1	4.2	-2.5	-4.3	-0.7	-0.7	5.7	-2.9	4.7
CC(NC(=O)c1ccc([N+](=O)[O-])cc1[N+](=O)[O-])c1ccc(-c2ccccc2)cc1 (stereo not given)	1.3	3.4	10.2	5.9	-2.3	-2.2	46.0	-4.6	-4.1	3.4
O=C(NCCc1ccc(Cl)cc1)c1n[nH]c2ccccc12	-9.8	0.0	-3.2	0.9	-1.4	x	-3.2	-1.3	-0.6	-21.3
COc1ccc(CCNS(=O)(=O)c2ccc(S(=O)(=O)N3CCCC3)cc2)cc1OC	33.9	0.2	-5.8	-2.0	0.1	x	-6.7	1.3	0.2	-5.7
Cc1nc2ccc(C(=O)N3CCN(c4ccccc4)CC3)cn2c1N(C)C(=O)CCc1ccccc1	x	-3.6	-1.9	6.5	-2.2	1.5	x	4.2	x	x
CC(C)(C)Cc1c(-c2cccc(Cl)c2)nc2ccc(Cl)cn12	x	0.8	-21.4	x	-3.2	1.3	x	-3.0	x	x
O=C(NCCN1CCOCC1)c1cc(-c2ccc(Cl)c(Cl)c2)on1	20.4	1.1	-9.1	-6.7	x	-2.0	-1.5	4.7	0.6	-2.4
S=c1[nH]nc(-c2ccncc2)n1Cc1ccco1	24.5	-1.2	-1.8	12.4	-3.8	0.9	5.4	9.3	1.8	4.7
CCn1ncc(CN2CCC(C(=O)Nc3cccc(-c4cccc(F)c4)c3)CC2)c1C	10.7	5.7	-0.8	6.1	-8.6	0.6	5.3	-21.9	0.6	7.9
O=C(OCc1c(-c2ccccc2)ncc2ccccc12)c1ccc(F)cc1	x	0.7	-9.5	-15.3	-4.5	-0.3	-6.1	3.9	-2.5	-2.2
CCn1c(SCc2ccccc2)nnc1-c1ccc(S(=O)(=O)N2CCCCC2)cc1	4.6	3.8	10.2	15.0	0.8	-0.9	3.0	-13.5	-0.9	2.1
COC(=O)c1cccc([N+](=O)[O-])c1CS(=O)(=O)c1ccc(C)cc1	35.0	-2.1	-10.5	-3.8	-1.8	1.5	17.3	9.3	-0.4	-3.0
O=C(Nc1ccnn1C1CCN(C2CCC2)CC1)c1ccccc1Cl	22.9	-1.2	-8.4	-2.4	-2.7	2.1	2.5	-1.6	1.6	3.3
Cc1nn(-c2ccccc2)c2c1cc1c(=O)n(C)c(=O)nc-1n2-c1ccccc1F	13.1	163.9*	x	0.8	-1.7	-0.1	-2.4	-150.4	-3.4	7.9
COc1ccc(NC(=O)c2c(-c3c(Cl)cccc3Cl)noc2C)cn1	0.3	4.5	-0.7	-5.9	-0.3	-1.7	-3.5	18.8	3.3	5.0
COc1ccc(S(=O)(=O)N2CCCCC2)cc1NC(=O)c1ccc2ccccc2n1	7.8	0.6	2.0	4.9	-5.0	0.0	-2.5	2.1	-1.6	-1.8
COC(=O)c1sc2nc3c(cc2c1N)C(=O)CC(C)(C)C3	21.4	1.6	21.3	6.1	0.4	1.6	-0.3	2.6	1.8	-2.2
Nc1nnc(SCC(=O)Nc2cccc(S(N)(=O)=O)c2)s1	29.7	0.5	-0.6	-5.7	-0.3	-0.8	-8.5	-0.1	1.4	6.8
CC(=NNC(=O)c1cccs1)c1ccc2c(c1)OCCO2	x	1.0	-4.9	4.2	-1.0	3.0	0.0	7.5	1.6	-4.4
O=C1/C(=C/c2ccc3c(c2)OCO3)Oc2cc(OCC(=O)N3CC(O)C[C@H]3C(=O)O)ccc21 (stereo not given in full)	4.9	1.2	-9.3	28.4	-2.0	-0.7	-5.4	x	-0.5	-3.8
Cc1nc2ccccn2c1C(=O)NN=C1CCCC1	13.1	-0.4	-4.5	7.7	-2.4	x	2.3	5.1	1.5	-0.9
CC(C)C[C@H]1CN([C@@H](Cc2ccc(O)cc2)CN2CCC[C@@H]2CN2C(=S)NC[C@@H]2Cc2ccccc2)C(=S)N1CCc1ccccc1	x	-2.0	-14.5	x	-1.3	1.1	x	18.3	x	x
C[n+]1ccc(/C=C/c2ccccc2O)c2ccccc21	19.9	-17.6	-1.7	-1.6	-0.7	x	12.6	9.4	4.3	3.9
Cc1ccc2nc(N/N=C\c3ccc([N+](=O)[O-])o3)nc(-c3ccccc3)c2c1	28.6	-2.8	2.3	22.3	0.3	2.3	5.5	5.5	-2.7	4.6
